# CHT inh = inhibitors of human choline transporter CHT; AID 488975; hit rate 0.86% among 310,000; Q9GZV3; CHT-expressing cells, membrane potential dye, choline response; stronger effect = lower value; B-score at 10 µM;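 active = B-score over 3 SD under the library average, and starting fluorescence ratio not unusually high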;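 also: choline stimulus applied at its EC90 after an EC20 pre-addition; B-score computed on integrated fluorescence ratio after choline addition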
# Target sequence (Q9GZV3 whole entry, looked up): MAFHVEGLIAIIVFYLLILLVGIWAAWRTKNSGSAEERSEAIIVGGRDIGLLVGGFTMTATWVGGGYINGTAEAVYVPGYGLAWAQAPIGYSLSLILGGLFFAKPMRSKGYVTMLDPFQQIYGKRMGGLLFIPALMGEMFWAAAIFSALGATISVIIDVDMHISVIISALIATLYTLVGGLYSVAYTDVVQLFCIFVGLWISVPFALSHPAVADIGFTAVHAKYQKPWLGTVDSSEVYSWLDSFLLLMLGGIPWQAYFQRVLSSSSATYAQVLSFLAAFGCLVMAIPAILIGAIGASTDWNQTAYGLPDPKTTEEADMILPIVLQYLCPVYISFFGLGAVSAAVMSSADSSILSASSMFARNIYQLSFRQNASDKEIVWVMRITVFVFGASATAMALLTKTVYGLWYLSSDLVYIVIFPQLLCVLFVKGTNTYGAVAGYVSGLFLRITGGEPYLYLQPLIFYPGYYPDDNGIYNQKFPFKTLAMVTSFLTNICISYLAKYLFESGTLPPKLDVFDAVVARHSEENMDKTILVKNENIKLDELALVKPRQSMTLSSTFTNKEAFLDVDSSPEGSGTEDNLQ
# CHT PAM = allosteric activators of human choline transporter CHT; Q9GZV3; CHT-expressing cells, membrane potential dye, choline EC20; stronger effect = higher value; LV-AA mutant CHT in HEK293 cells; B-score at 10 µM; hit rate 0.49% among 310,000; AID 488977;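 active = initial fluorescence not abnormally high and integrated response B-score, plate-corrected, over 3 SD above library mean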
# * = called active by the depositor; i = inactive. Rows were taken by chance; overall some 1.4% were active at least once.
# The line under a structure holds: CHT inh, CHT PAM
Cc1ccc(NC(=O)C2CCN(c3ncnc4c3nc3n4CCCCC3)CC2)nc1
    i, i
CC(=O)Nc1c(C(=O)C2CC2)oc2ccccc12
    i, i
Cc1c(Cl)cccc1-c1ccc(CNCc2ccccn2)o1
    i, i
O=C(Nc1ccccc1)N1CCSc2ccccc21
    i, i
O=C(c1cccc(Br)c1)N1CCN(S(=O)(=O)N2CCOCC2)CC1
    i, i
CCC1=C(OC(=O)N(CC)CC)N2C(=O)OC(=NCCOC)[C@]2(Cc2ccccc2)[C@H]2C1=CC[C@H]1C(=O)NC(=O)[C@H]12
    i, i
Cc1cccc(-n2ncc3c(N(C)C4CCCCC4)ncnc32)c1
    i, i
CCCc1cc(=O)[nH]c(SCc2cccc(C)c2)n1
    i, i
Cc1ccccc1NC(=O)CCOc1ccccc1
    i, i
COc1ccc(-n2c(C)cc(C(=O)CN3C(=O)c4ccccc4C3=O)c2C)cc1
    i, i
CCOC(=O)CCCN1CC(O)=C(c2nc(-c3ccc(Cl)cc3)cs2)C1=N
    i, i
CCN1CCN(C2=C(Cl)C(=O)N(Cc3ccccc3)C2=O)CC1
    i, i
CC(C)CNC(=S)NC1CCCC1
    i, i
CCOC(=S)SCC(=O)N1CCc2ccccc2C1C1C(=O)CCCC1=O (centres undefined)
    i, i
CCCCC(CC)C(=O)Oc1ccc(O)c(C(C)(C)C)c1 (centres undefined)
    i, i
CCn1c(CCNC(=O)c2ccco2)nc2ccccc21
    i, i
COc1ccc(OC)c(C2c3[nH]c4ccccc4c3C[C@H]3C(=O)N(CCCOC(C)C)CC(=O)N23)c1 (some centres undefined)
    i, i
CC(=O)N/C(N)=N/c1nc2cc(C)ccc2o1
    i, i
CCOC(=O)c1cnc2ccc(OC)cc2c1NCc1ccccc1
    i, i
COc1ccc(Cl)cc1S(=O)(=O)N1CCC(C(=O)NCc2ccco2)CC1
    i, i
COc1ccc(-c2nn(CCC(=O)O)cc2/C=C/C(=O)O)cc1[N+](=O)[O-]
    i, i
COc1cc(CC(=O)OCC(=O)Nc2ccc(S(=O)(=O)N3CCCC3)cc2)cc(OC)c1OC
    i, i
Cc1ccc(OCC(=O)NCCNC(=O)COc2ccc(C)cc2)cc1
    i, i
CCn1c(=O)c2c(nc3n2CCCN3CCc2ccccc2)n(C)c1=O
    i, i
CCCC(C(=O)NC1CCCC1)N(CC1CCCO1)C(=O)c1snc(C(N)=O)c1N (centres undefined)
    i, i
Cc1ccc(S(=O)(=O)N2CCOCC2)cc1NC(=O)Cn1ccsc1=N
    i, i
COCc1c(C(=O)N/N=C(/C)c2ccc(OCc3ccccc3)cc2)nnn1-c1nonc1N
    i, i
Cn1cccc1/C=N/NC(=O)Cc1ccccc1
    i, i
COc1ccc(C2=CC(c3sccc3C)n3nnnc3N2)cc1 (centres undefined)
    i, i
CN(C)CCOCCOc1ccc(Cl)c2ccccc12
    i, i

# Following part
# The line under a structure holds: CHT inh, CHT PAM
CC(C)Cn1nc(NC(=O)c2ccco2)c2cc3ccccc3nc21
    i, i
COCCCN1C(=O)C(=O)/C(=C(/O)c2ccc(S(=O)(=O)N3CCCCC3)cc2)C1c1ccc(OC)cc1 (centres undefined)
    i, i
COc1ccc(CC(=O)N/N=C/c2cc([N+](=O)[O-])cc(Br)c2O)cc1
    i, i
COc1ccc(CNC(=O)c2cncc(Br)c2)cc1
    i, i
O=C(O)c1cccc([N+](=O)[O-])c1C(=O)Nc1cccc2ccccc12
    i, i
COc1ccc(NC(=S)N(CCN(C)C)C(C)c2ccncc2)cc1Cl (centres undefined)
    i, i
CC(=O)c1cccc(NC(=O)C2C3C=CC(C4CC34)C2C(=O)O)c1 (centres undefined)
    i, i
CN(C)c1nc(N(C)C)nc(N(C#N)CN2C(=O)c3ccccc3C2=O)n1
    i, i
NC(N)=NS(=O)(=O)c1ccc(N)cc1
    i, i
O=C(O)CCn1ncc2ccccc2c1=O
    i, i
O=C(CCNS(=O)(=O)c1ccccc1)NNC(=O)C1COc2ccccc2O1 (centres undefined)
    i, i
O=c1c(F)cn(C2CCCO2)c(=O)n1Cc1ccc(Cl)cc1 (centres undefined)
    i, i
CCCC(NC(=O)C(C)NC(=O)CO/N=C1\C=C2CCC3C4CCC(C(C)=O)[C@@]4(C)CCC3[C@@]2(C)CC1)C(=O)O (some centres undefined)
    i, i
O=C(NC(=S)Nc1nc(-c2cccc3ccccc23)cs1)c1cc2ccccc2o1
    i, i
Cc1ccc(NC(=O)CN2CCN(C(=O)c3ccco3)CC2)cc1
    i, i
CC(C)(C)Nc1ncnc2sc(-c3ccccc3)cc12
    i, i
Fc1cccc(CSc2ncnc3c2oc2ccccc23)c1
    i, i
O=C(c1cc2ccccn2n1)N1CCN(c2ccccn2)CC1
    i, i
COc1cc(C)c(CNc2cc(C)cc(C)c2)cc1C
    i, i
c1cc(-c2nnc3n2CCCCC3)ccn1
    i, i
COc1ccc(CNC(=O)Cn2cc3c(n2)CCCCC3)cc1
    i, i
CCCN1/C(=C(/C#N)C2=NS(=O)(=O)c3ccccc32)N(C)c2ccccc21
    i, i
CCOc1ccc(CCNC(=O)CN2C(=O)NC3(CCCc4ccccc43)C2=O)cc1OCC (centres undefined)
    i, i
COCCNC(=O)C(c1ccc(C)cc1)N(C(=O)CCC(=O)Nc1ccccn1)c1ccccc1C (centres undefined)
    i, i
CSc1cccc(NC(=O)/C=C/c2ccco2)c1
    i, i
CS(=O)(=O)N1N=C(c2ccco2)CC1c1ccco1 (centres undefined)
    i, i
Cc1ccc(NS(=O)(=O)c2c(C)[nH]c(=O)[nH]c2=O)c(C)c1
    i, i
COc1ccccc1C(C(=O)NCc1ccccc1)N(C(=O)c1csnn1)C1CC1 (centres undefined)
    i, i
CCOC(=O)N1CCc2c(sc3c2C(=O)NC(c2ccccc2)N3)C1 (centres undefined)
    i, i
Cc1ccc(NC(=O)CNc2ccc(OC(C)C)cc2)cc1
    i, i

# The results go on:
# The line under a structure holds: CHT inh, CHT PAM
CCOCCn1c(COc2ccc(C)cc2)nc2ccccc21
    i, i
COc1ccc(CCNC(=O)Cc2ccc3c(c2)OCO3)cc1OC
    i, i
COc1ccccc1/C=C/C=N/NC(=O)c1cc(-c2ccc(C)o2)[nH]n1
    -17*, i
O=C(O)c1cccnc1SC1CC(=O)N(c2cccc3ccccc23)C1=O (centres undefined)
    i, i
CC1CCC(C(C)C)C(OC(=O)Cn2c(-c3ccc(Br)cc3)[n+](C)c3ccccc32)C1 (centres undefined)
    i, i
O=C(COC(=O)C1CC1)Nc1ccccc1Sc1ccccc1
    i, i
O=C(O)CCSc1nnc(COc2cccc3cccnc23)n1-c1ccccc1
    i, i
Cc1ccnc(N2C3CCC2CC(O)(c2ccccc2)C3)n1 (centres undefined)
    i, i
CNc1ccc(Br)cc(C(=O)/C=C/c2ccc(OC)cc2)c1=O
    i, i
COc1cc2c(cc1OC)CN(CC(=O)Nc1ccc(C)c(S(=O)(=O)N3CCOCC3)c1)CC2
    i, i
COC1CCN(Cc2c(C(=O)N3CCc4ccccc4C3)nc3ccc(Cl)cn23)CC1
    i, i
Cc1cc(S(=O)(=O)NC(C)C)ccc1OCC(=O)Nc1ccc2c(c1)OCCO2
    i, i
Cc1nc(SCN2C(=O)c3ccccc3C2=O)n[nH]1
    i, i
CC(C)(C)c1cc(C(=O)N/N=C/c2cc3c(cc2Br)OCO3)n[nH]1
    i, i
Cn1c(=O)cc(OCC(=O)NCCC2=CCCCC2)c2ccccc21
    i, i
CCOC(=O)C1CCN(c2nc3c(C)cccn3c(=O)c2/C=C(\C#N)S(=O)(=O)c2ccccc2)CC1
    i, i
N#Cc1cc2cc3ccccc3nc2n2c(=O)c3ccccc3nc12
    i, i
COc1ccc(Br)c2oc(S)cc(=O)c12
    i, i
CC12CN3CC(C)(CN(C1)C3c1ccc3c(c1)OCO3)C2O (centres undefined)
    i, i
COc1cccc(C(=O)COC(=O)C2CC(=O)N(c3ccc(Oc4ccccc4OC)cc3)C2)c1 (centres undefined)
    i, i
Cc1cc(C(=O)CSc2cccc[n+]2[O-])c(C)n1-c1ccccc1
    i, i
C[C@@H](NC(=O)/C(C#N)=C/c1ccc(O)c(O)c1)c1ccccc1
    i, i
CCN(C(=S)Nc1cccnc1)c1ccccc1
    i, i
COc1ccccc1NC(=O)CCN1CCN(C)CC1
    i, i
O=C(Nc1ccccc1)C1=C[C@@H](c2csc3ccccc23)C[C@@H](OCc2ccc(CO)cc2)O1
    i, i
COc1ccc(CCNC(=O)c2ccc(CS(=O)Cc3ccc(C)cc3)o2)cc1OC (centres undefined)
    i, i
Cc1ccc(OCCNS(=O)(=O)c2cccs2)cc1
    i, i
Cc1nc(CN2CCCCC2)cc(=O)[nH]1
    i, i
COc1ccc(N2CCN(C(=O)COc3ccc4ccccc4c3)CC2)cc1
    i, i
O=C(N/N=C/c1cccc(NC(=O)c2ccc(Cl)cc2)c1)c1ccc(O)cc1
    i, i

# The list goes on.
# The line under a structure holds: CHT inh, CHT PAM
Cc1cccc(CSC2=NCCN2C(=O)c2ccco2)c1
    i, i
CCOC(=O)c1ccccc1NC(=O)COC(=O)C(CC(C)C)NC(N)=O (centres undefined)
    i, i
CCCC(C)NC(=O)Cc1ccc(Br)cc1 (centres undefined)
    i, i
COc1ccc(-c2cc(C(=O)Nc3cc(S(=O)(=O)N4CCOCC4)ccc3N3CCOCC3)c3ccccc3n2)cc1
    i, i
Clc1ccc(OCCCn2cncn2)cc1Cl
    i, i
O=C(CCc1ccccc1)Nc1cc2c3c(c1)CCC(=O)N3CCC2
    i, i
CCC(C)N(CCNC(=O)c1ccc(NC2=NC3CS(=O)(=O)CC3S2)cc1)Cc1ccco1 (centres undefined)
    i, i
Cc1oc(C(C)(C)C)cc1C(=O)NC1CCN(Cc2ccccc2)CC1
    i, i
COc1ccc(S(=O)(=O)Nc2ccccc2C(=O)N2CCCC2)cc1C
    i, i
COc1ccc(OC(C)C(=O)N(C)Cc2nc(-c3cccc(C)c3)no2)cc1 (centres undefined)
    i, i
Cc1cc(C)nc(NC(=O)CSc2ncccn2)n1
    i, i
N#Cc1ccc(COC(=O)Cn2nnc(-c3ccccc3)n2)cc1
    i, i
O=C(NCc1ccco1)c1cc2nc(C3CC3)cc(C(F)(F)F)n2n1
    i, i
CN(Cc1cnccn1)Cc1c(C(=O)N2CCc3ccccc3C2)nc2ccc(Cl)cn12
    i, i
Cc1sc2ncnc(N3CCC(C(=O)Nc4nnc(CC(C)C)s4)CC3)c2c1C
    i, i
Cc1ccc(C(=O)NNC(=O)CSc2nnc(C3CC3)n2C)cc1
    i, i
CC(=O)N1CCOc2cc(S(=O)(=O)NC(C)c3ccccc3)c(Cl)cc21 (centres undefined)
    i, i
Fc1ccccc1CN1CCN(c2ncccn2)CC1
    i, i
CCOC(=O)c1cnc(SCC(=O)Nc2ccc(N3CCOCC3)cc2)nc1N
    i, i
Cn1ccnc1SCC(=O)Nc1ccc(Br)cc1C(F)(F)F
    i, i
Cc1cc(C)cc(Nc2cc(C)nc3nc(C)nn23)c1
    i, i
NC(=O)c1ccc(NS(=O)(=O)c2ccccc2F)cc1
    i, i
Cc1[nH]c(C)c(S(=O)(=O)N2CCN(c3ccccc3F)CC2)c1C(=O)N1CCCC1
    i, i
COc1ccc(OC)c(Nc2ncnc3c2cnn3-c2ccccc2)c1
    i, i
COCCNC(=O)c1ccc(C(=O)C(=O)c2ccccc2)cc1
    i, i
Cc1ccc(Cl)cc1NC(=O)NCc1cccnc1
    i, i
CCOc1ccc(NC(=O)[C@@H](NC(=O)c2ccco2)C(C)C)cc1
    i, i
CCOC(=O)N1CCN(C(=O)CSc2nc(=O)n3ccccc3n2)CC1
    i, i
Cn1cc(Br)c(-c2cccc(N3C(=O)CCCC3=O)c2)n1
    i, i
CN(C)CCNc1oc(/C=C/c2ccccc2)nc1C#N
    i, i

# The listing continues:
# The line under a structure holds: CHT inh, CHT PAM
COc1ccccc1N1C(=O)Cc2ccccc2C1=O
    i, i
CC(C)C(=O)Nc1ccc(N2CCN(S(C)(=O)=O)CC2)cc1
    i, i
CC(=O)N/N=C\c1ccccc1OC/C=C/c1ccccc1
    i, i
COc1ccc(/C=C2\SC(=S)N(CCC(=O)Nc3cccc(C(=O)O)c3)C2=O)cc1
    i, i
CCCNC(=O)c1ccccc1SCc1c(C)noc1C
    i, i
COc1ccc(N(C(=O)c2ccccc2OC(C)=O)C(C)C2CC2)cc1 (centres undefined)
    i, i
CC(C)NC(=O)CN(c1cccc([N+](=O)[O-])c1)S(=O)(=O)c1ccccc1
    i, i
Cc1nc(C(=O)NNC(=O)Nc2ccc(Cl)cc2)cs1
    i, i
COc1ccc(NC(=O)C23CC4CC(C2)CC(n2cnc(Br)n2)(C4)C3)cc1OC
    i, i
CC1CCCN(c2ccc(C(=O)OCC(=O)N3c4ccccc4Sc4ccccc43)cc2[N+](=O)[O-])C1 (centres undefined)
    i, i
CCCNC(=O)C(=O)Nc1ccc2c(c1)N(S(=O)(=O)c1cccs1)CCC2
    i, i
COc1ccc(OC)c(S(=O)(=O)N(C)CC(=O)N2CCN(c3cccc(Cl)c3)CC2)c1
    i, i

# Compound profiles (already shown):
# Shown for Cc1nc(C(=O)NNC(=O)Nc2ccc(Cl)cc2)cs1 : CHT inh = i; CHT PAM = i
# Shown for COc1ccc(N(C(=O)c2ccccc2OC(C)=O)C(C)C2CC2)cc1 (centres undefined) : CHT inh = i; CHT PAM = i
# Shown for CCCNC(=O)C(=O)Nc1ccc2c(c1)N(S(=O)(=O)c1cccs1)CCC2 : CHT inh = i; CHT PAM = i

# High-throughput results deposited in PubChem BioAssay by Johns Hopkins Ion Channel Center.
